Source: PubChem
Tb PFK inh = T. brucei PFK enzyme inhibition; T. brucei PFK, ADP-Glo luminescence; AID 485367; 330,000 compounds, 0.17% hits; O15648; Potency, µM (highest dose often 57.5 µM), inactives show at the top dose activity, negative = inhibition, actives largely listed as inhibitors;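 note: potency is the fitted concentration of half-maximal effect; 0% = uninhibited 1x PFK enzyme wells and -100% = no-enzyme wells; nearly all actives have a fitted effect of over 60% in size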
Target sequence (O15648 whole entry, looked up): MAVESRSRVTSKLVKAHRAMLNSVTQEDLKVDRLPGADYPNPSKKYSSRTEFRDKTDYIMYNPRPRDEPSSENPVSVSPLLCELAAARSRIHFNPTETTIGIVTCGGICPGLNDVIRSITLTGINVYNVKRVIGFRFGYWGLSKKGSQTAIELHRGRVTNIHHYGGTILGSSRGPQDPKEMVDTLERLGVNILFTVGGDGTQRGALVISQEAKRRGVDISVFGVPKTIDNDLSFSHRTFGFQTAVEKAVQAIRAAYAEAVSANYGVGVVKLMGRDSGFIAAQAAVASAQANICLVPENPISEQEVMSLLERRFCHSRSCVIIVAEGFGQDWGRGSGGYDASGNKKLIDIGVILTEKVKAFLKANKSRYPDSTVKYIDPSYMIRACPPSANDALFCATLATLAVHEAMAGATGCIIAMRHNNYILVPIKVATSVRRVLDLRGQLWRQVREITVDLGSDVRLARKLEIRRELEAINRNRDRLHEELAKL
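Luminescent ADP detection (ADP-Glo, two-step: ATP depletion then ADP-to-ATP conversion for luciferase) reported PFK activity after 45 min room-temperature reaction of 1.25 nM enzyme with 0.5 mM F6P and 0.1 mM ATP at pH 8.0.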
p53 reactivator = mutant p53 re-activation in reporter cells | 320,000 compounds, 0.063% hits | H1299 p53-A138V BP100-luciferase reporter, luminescence, 24 h | AID 504706 | Potency, µM (titrated, usually from 92.2 µM), for inactives: at the highest dose activity change, positive = activation, actives largely listed as activators; note: potency is the fitted concentration of half-maximal effect; % of control where 0% means no effect; nearly all actives have a fitted effect of over 45% in size
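H1299 (p53-null), stable ts p53-A138V + BP100-Luc; 1000 cells/well, Opti-MEM/10% FBS; cpd 4 pt, 1:5; 24 h, 37 deg C, 5% CO2; detection reagent 10 min RT; luminescence.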
Gal4-VP16 FLuc = counter-screen for ROR gamma inhibitors: Gal4-VP16 reporter; Drosophila S2 Gal4-VP16 UAS-luciferase, luminescence, 20 h; 310,000 compounds, 3.5% hits; Potency, µM (titrated, usually from 53.6 µM), for the others: top-dose activity, negative = inhibition, actives largely listed as inhibitors;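 note: Gal4-VP16 expression switched on by copper sulfate through the metallothionein promoter; potency is the fitted concentration of half-maximal effect; % is set by controls: 0 for no effect and ±100 for the full control effect; nearly all actives have a fitted effect of over 50% in size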
NPC1 promoter act = activators of NPC1 promoter; Potency, µM (titrated, usually from 9.22 µM), for inactives: at the highest dose activation, hits mostly activators; AID 485313; Huh7 NPC1 promoter luciferase reporter, 24 h; 320,000 compounds, 2.4% hits;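 note: potency is the fitted concentration of half-maximal effect; % of control where 0% means no effect; nearly all actives have a fitted effect of over 60% in size; reporter is driven by a mutant NPC1 promoter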
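Luciferase expression driven by the NPC1 promoter was measured in stably transfected Huh7 cells after a 24 h compound incubation, using a luciferase reagent and a luminescence read.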
RORg inh = ROR gamma (mouse) transcription inhibition. P51450. Drosophila S2 Gal4-RORgamma UAS-luciferase reporter, 20 h. Potency, µM (doses to about 53.6 µM), inactives show top-dose activity change, negative = inhibition, usual class: inhibitors. 310,000 compounds, 5.4% hits. AID 2551; note: potency is the fitted concentration of half-maximal effect; % is set by controls: 0 for no effect and ±100 for the full control effect; nearly all actives have a fitted effect of over 60% in size
Target sequence (P51450 whole entry, looked up, the tested form may be a part): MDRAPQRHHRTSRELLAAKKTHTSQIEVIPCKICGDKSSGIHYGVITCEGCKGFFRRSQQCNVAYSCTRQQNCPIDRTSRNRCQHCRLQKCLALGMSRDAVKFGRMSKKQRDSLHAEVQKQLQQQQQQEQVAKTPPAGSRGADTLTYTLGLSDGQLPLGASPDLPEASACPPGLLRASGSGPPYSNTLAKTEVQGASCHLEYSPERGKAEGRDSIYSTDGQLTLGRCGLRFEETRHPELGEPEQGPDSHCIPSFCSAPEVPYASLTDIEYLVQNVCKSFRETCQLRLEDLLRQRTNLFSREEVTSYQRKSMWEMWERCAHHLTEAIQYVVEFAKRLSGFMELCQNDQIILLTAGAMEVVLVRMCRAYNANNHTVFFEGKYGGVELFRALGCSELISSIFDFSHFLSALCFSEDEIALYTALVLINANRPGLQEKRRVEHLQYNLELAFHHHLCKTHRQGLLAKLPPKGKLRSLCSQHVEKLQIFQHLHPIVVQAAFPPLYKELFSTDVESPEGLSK
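Schneider cells (Drosophila), stable Gal4 DBD–ROR gamma + UAS-luc; 1 hr cmpd preincubation; Cu2+ induction 700 uM final; 20 hr ambient; luminescence.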
FLuc counter = counter-screen for miR-21 project: firefly luciferase inhibitors or activators | purified FLuc, Km substrates, luminescence inhibition | Potency, µM (top dose mostly 57.5 µM), for the others: at the highest dose activity change, negative = inhibition, most hits filed as inhibitors | 360,000 compounds, 6.9% hits | P08659;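 note: potency is the fitted concentration of half-maximal effect; plate controls were vehicle for no effect and reference inhibitor for full effect; nearly all actives have a fitted effect of over 55% in size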
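Biochemical qHTS of compounds, final roughly 60 µM downward over six points, against 10 nM purified firefly luciferase using Km concentrations of substrates (10 uM D-luciferin, 10 uM ATP) in Tris acetate pH 7.5 buffer; luminescence output.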
BRCA1 expr act = BRCA1 expression activation | MCF7-BRCA1-FFLuc reporter, luminescence, 48 h; response scale: scaled: vehicle 0%, 10 µM genistein 100% | AID 624202 | Potency, µM (doses to about 46.1 µM), for the others: top-dose activation, hits mostly activators | 380,000 compounds, 1.1% hits; note: potency is the fitted concentration of half-maximal effect; nearly all actives have a fitted effect of over 80% in size; some results filed as inactive show a strong effect at the top dose
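MCF7 cells carrying a BRCA1-firefly luciferase reporter (2000 cells/well, phenol-red free MEM) were attached for 2 h at 37 °C, then given compounds for 48 h. Luminescence was read 15 min after luciferase reagent; activity normalized to genistein (10 microM) and DMSO.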
TRPV1 agonist = agonists of human vanilloid receptor 1 (TRPV1) | activation, % at 8.33 µM | TRPV1-expressing cells, Fluo-8 calcium influx, agonist mode | Q8NER1 | AID 540275 | 320,000 compounds, 0.19% hits; in the data active = activation above about 80%; inconclusive = between about 30% and that limit; note: 0% is about no effect
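Cells expressing TRPV1 were dye-loaded with Fluo-8 and read kinetically: 10 s baseline, 3 min after compound (agonist portion), then 2 min after EC20 capsaicin (allosteric enhancer portion). Calcium-bound dye fluorescence at 480/520 nm.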
ELG1 genotoxic = inducers of genotoxicity in HEK293T ELG1-luciferase cells; HEK293T ELG1-luciferase reporter, luminescence, 16 h; Potency, µM (highest dose often 46 µM), inactives show at the top dose activity change, positive = activation, actives largely listed as activators; 330,000 compounds, 1.3% hits; note: potency is the fitted concentration of half-maximal effect; % of control where 0% means no effect; nearly all actives have a fitted effect of over 60% in size
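Reporter readout depends on ELG1 protein level, which increases with genetic stress. After 16 hr compound exposure at 37 °C, luciferase activity was quantified using ONE-Glo.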
Rab9 promoter act = Rab9 promoter activation | Huh7 Rab9 promoter-luciferase reporter, luminescence, 24 h | Potency, µM (doses to about 9.22 µM), without a hit: at the highest dose activation, negative = inhibition, most hits filed as activators | 320,000 compounds, 2.8% hits | AID 485297; note: potency is the fitted concentration of half-maximal effect; % of control where 0% means no effect; nearly all actives have a fitted effect of over 60% in size
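Cell-based reporter: Huh7 stable for Rab9 promoter-driven luciferase, plated in reduced-serum medium with 10% FBS at 1500 cells/well, compound-treated 24 h at 37 °C, luminescence read after 10 min reagent.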
ELG1 DNA repair = ELG1-dependent DNA repair inhibition | HEK293T ELG1-luciferase reporter, luminescence, 16 h; DNA damage induced by 5-fluorouridine | AID 504467 | 330,000 compounds, 2.3% hits | Potency, µM (series often up to 46.1 µM), for inactives: at the top dose activity change, negative = inhibition, hits mostly inhibitors; note: potency is the fitted concentration of half-maximal effect; % is set by controls: 0 for no effect and ±100 for the full control effect; nearly all actives have a fitted effect of over 55% in size
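Cells (2,000 per well) received 5-fluorouridine plus test compound or DMSO and were incubated 16 hr at 37 °C, 5% CO2. Luciferase activity was read by luminescence 30 min after ONE-Glo addition; signal suppression marked inhibition of damage-induced ELG1 function.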
Numbers without * were called inactive; ? = inconclusive; · = no result given; & = joins results of further samples; [ ] = remark or other dose. Unless noted, calls come from the whole dose curve; as a rule, active = well fitted curve in the direction sought with a large enough effect; inconclusive = small, poorly fitted or top-dose-only effect, or another doubt; inactive = no such curve, though single readings can be large; an effect the other way counts as inactive or inconclusive.

SMILES | Tb PFK inh | p53 reactivator | Gal4-VP16 FLuc | NPC1 promoter act | RORg inh | FLuc counter | BRCA1 expr act | TRPV1 agonist | ELG1 genotoxic | Rab9 promoter act | ELG1 DNA repair
COc1ccc2[nH]cc(S(=O)(=O)c3ccc(C(C)C)cc3)c(=O)c2c1 | 0% | -2% | -16% | -4% | -2% | 1% | 3% | -4 | 4% | -5% | -2%
O=C(CSc1nnc(-c2cnccn2)n1Cc1ccco1)c1ccc2ccccc2c1 | -3% | -8% | -5% | 2% | 16% | 2% | -26% | -9 | -1% | 4% | -11%
CC1CCc2c(sc(Nc3nc4c(F)cccc4s3)c2C(N)=O)C1 (stereo not given) | -1% | 6% | 5µM* | 2% | 5.6µM* | -10% | -63% | 0 | 0% | -1% | ?
COc1ccc(Cl)cc1NC(=O)CN(C)CC(=O)N1CC(=O)Nc2ccccc21 | -9% | -9% | · | 0% | · | 4% | 5% | -4 | -2% | -3% | -18%
O=C(Nc1nnc(C2CC2)s1)C1CCCO1 (stereo not given) | 3% | 9% | 6% | 6% | -1% | -1% | 20% | -2 | 9% | 15% | ?
CCOc1ccc2c(c1)nc(NCCCO)n2Cc1ccccc1 | -4% | 0% | 7% | -4% | 12% | -12% | 0% | -1 | 2% | -2% | 4%
O=[N+]([O-])c1cc(C(F)(F)F)cc([N+](=O)[O-])c1NCCCNc1ccc([N+](=O)[O-])c2cccnc12 | 0% | -1% | 4% | -6% | -17% | -2% | -12% | -1 | -1% | -3% | -13%
COc1cc(NC(=O)CCN2CCN(CCO)CC2)cc(OC)c1 | 1% | 8% | -3% | -3% | -10% | 0%&-3% | 4% | 2 | 3% | 4% | 23%
CCOC(=O)C1=C(c2ccccc2)O/C(=C(/C#N)C(F)(F)F)S1 | 0% | -27% | 16µM* | -10% | 14µM* | -1% | · | 10 | -30%[inhibitor] | -23% | ?
CCc1ccc(NS(=O)(=O)c2cc3[nH]c(=O)c(=O)[nH]c3cc2C)cc1 | -5% | -8% | -4% | -2% | -6% | 0% | 1% | -13 | -1%[9.26 µM] | 1% | ?
O=C(Cn1c(=O)c2sccc2n(Cc2cccc([N+](=O)[O-])c2)c1=O)NCCc1ccccc1 | 8% | -19% | 1% | 1% | ? | -1% | -29% | -2 | 0% | 1% | 1%
NS(=O)(=O)c1ccc(NC(=O)COC(=O)C2CC(=O)N(Cc3ccccc3)C2)cc1 (stereo not given) | -7% | -2% | -1% | -3% | 10% | 3% | 0% | 0 | 0% | 2% | 1%
Nc1nc(CSCc2ccccc2)nc(N2CCOCC2)n1 | 9% | ? | 24% | 27% | 1% | -17% | 69% | -2 | 14% | ? | ?
CCN(CC(=O)NCc1ccccc1Cl)CC(=O)Nc1c(F)cccc1F | -3% | -4% | -7% | 0% | 3% | -12% | -11% | 9 | -4% | -2% | ?
O=S1(=O)CCN(Cc2cccc(C(F)(F)F)c2)CC1 | -3% | -3% | -4% | -1% | -21% | -2% | -3% | 2 | -3% | 9% | -1%
CCOC(=O)c1c(C)nc2sc(C(=O)Nc3ccc(C(C)=O)cc3)c(N)c2c1-c1ccc(OC)cc1 | 1% | -4% | -8% | 7% | -13% | 3% | -93%[inhibitor] | 0 | -4% | -4% | -21%
COc1ccc(C(=O)CSc2cc(C)nc3nc(C)nn23)cc1OC | -3% | -5% | ? | -5% | 16µM* | -3% | -39% | 0 | ? | 1% | ?
COc1ccc(S(=O)(=O)n2nc(C)cc2C)cc1OC | 1% | 6% | 17% | -2% | -44% | 0% | 2% | 1 | 2% | 1% | -1%
CCn1nc(C)c(NS(=O)(=O)c2ccc(C)cc2)c1C | 0% | 23% | -14% | -7% | ? | -1% | -69% | 0 | -3% | -9% | ?
COc1cc(/C=N/NC(=O)c2cc(-c3cccn3C)n[nH]2)cc(OC)c1OC | 0% | -20% | 12% | -3% | ? | ? | -72% | -2 | -3% | 2% | ?
CCOC(=O)c1sc(NC(=O)CCCn2nc([N+](=O)[O-])c(Cl)c2C)c(C(=O)OCC)c1C | -1% | 3% | -6% | 1% | 15% | -6% | -6% | -1 | 2% | -1% | ?
CN(Cc1cccc(C(F)(F)F)c1)C(=O)C1CCC(=O)N(CC2CCCCC2)C1 (stereo not given) | 1% | -4% | -5% | -2% | 51% | 4% | 15% | 26 | -3% | -4% | -2%
CN1CCN(C(=O)C2C3C=CC(C3)C2C(=O)O)CC1 (stereo not given) | 3% | -2% | 6% | 3% | -3% | 3% | 8% | -4 | -2% | 7% | 4%
Cc1ccc(NCc2nnc(SCC(=O)NCCc3ccccc3)n2C)cc1 | -3% | -2% | -3% | 0% | ? | 0% | 0% | -1 | -3% | -7% | -3%
CCCc1nnc(NC(=O)c2oc3ccccc3c2COCC)s1 | 2% | 13% | · | 2% | · | -1% | -21% | 12 | 1% | 3% | -12%
CC(=O)c1ccc(NC(=O)CCNC(=O)c2ccc(Cl)cc2)cc1 | 3% | 7% | -1% | 14% | -7% | -14% | 63% | ? | 15% | 2%[1.84 µM] | 13%
O=C(CSc1nc(-c2ccccc2)ns1)N1CCOCC1 | -19% | 9% | -14%[10 µM] | 2.5µM* | -25% | ? | 4µM* | ? | 23µM* | 2.8µM* | ?
CCCCn1c(C)nc2c(=O)n(C)c(=O)[nH]c21 | -10% | 0% | 7% | -2% | -11% | -2% | -16% | -3 | 5% | -1% | -2%
Cc1onc(C(=O)NCc2ccccn2)c1[N+](=O)[O-] | -2% | 14% | 7% | 11% | ? | 0% | 1% | 1 | 0% | 1% | 11%
O=C(c1ccccc1)N1CCN=C1SCc1ccc([N+](=O)[O-])cc1 | 5% | -4% | -1% | 0% | 17% | 5% | -33% | 2 | -7% | -6% | -11%
COC(=O)c1cc(Cl)c(NC(=O)/C=C/c2ccc(OC)cc2)cc1OC | -1% | -3% | -3% | -8% | 10% | 4% | -28% | -1 | 8% | 3% | -7%
COc1cc(OC)cc(C(=O)NCc2cccnc2)c1 | -9% | 1% | 0% | -6% | -9% | 1% | -21% | 1 | -1% | 6% | 1%
CCCCNc1c(-c2cccc(-c3ccc(OC)cc3)c2)nc2cc(C)ccn12 | 4% | 19% | · | · | · | · | -47% | · | -8% | · | 23µM*
COc1ccc(-c2ccc3nnc(SCC(=O)NCC4CCCO4)n3n2)cc1 (stereo not given) | -11% | -1% | · | -2% | · | 1% | -14% | -2 | 0% | 2% | 22%
C=CCN1C(=NC(=O)COc2ccc(Cl)cc2)SC2CS(=O)(=O)CC21 (stereo not given) | -3% | -8% | -15% | -3% | -9% | 2% | -5% | 0 | -3% | 1% | 2%
CCN(CC)S(=O)(=O)c1cc(NC(=O)Cc2n[nH]c(=O)c3ccccc23)ccc1C | 10% | -2% | -22% | -4% | ? | 2% | -20% | 1 | -1% | -16% | 21µM*
CCNC(=O)N1CCNC(=O)C1CC(=O)Nc1ccc(C(=O)OCC)cc1 (stereo not given) | · | · | 14% | · | -18% | ? | ? | -5 | · | · | ·
Cc1cccc(N2CCN(S(=O)(=O)c3cn(C)cn3)CC2)c1C | -1% | 0% | 1% | 2% | -4% | -1% | 0% | 22 | 3% | -5% | 19%
C=CCN1C=C/C(=C\C=C(C#N)C#N)c2ccccc21 | -23% | -3% | -25% | 0% | -2%[10 µM] | -14% | -24% | 16 | -4% | -3% | ?
O=C(Nc1oc2ccc(Cl)cc2c(=O)c1-c1ccc(F)cc1)c1ccco1 | 5% | 10% | -3% | -3% | 20% | -12% | 1% | 0 | -3% | -11% | -10%
CCC(CO)NCc1sccc1C (stereo not given) | 3% | 0% | 3% | -5% | -1% | -2% | -5% | 12 | -4% | 1% | ?
Cc1cc[n+](Cc2ccccc2)c(N)c1 | -1% | -1% | · | -3% | · | 2% | -6% | -4 | -8% | -5% | 16%
CCN1CCN(c2nc(Nc3ccc(C)c(C)c3)nc(N)c2[N+](=O)[O-])CC1 | 1% | -2% | -16% | 0% | 17% | -11% | -48% | 0 | -3% | -1% | ?
NC(=O)Cn1nc([N+](=O)[O-])nc1Oc1ccccc1F | 2% | -4% | 1% | -3% | -20% | -1% | -7% | 1 | -11% | -2% | 6%

Marked active in Rab9 promoter act (from the list above):
canonical_smiles,Tb PFK inh,p53 reactivator,NPC1 promoter act,RORg inh,TRPV1 agonist,Rab9 promoter act
O=C(CSc1nc(-c2ccccc2)ns1)N1CCOCC1,-19%,9%,2.5µM*,-25%,?,2.8µM*

Compounds as they come; 15% or so of the library scored in one or more.
